Assay outcomes from PubChem BioAssay.
IDH1 R132H inh: qHTS for Inhibitors of mutant isocitrate dehydrogenase 1 (IDH1): qHTS | 390,000 compounds, 0.093% hits | IDH1-R132H enzyme, NADPH consumption, diaphorase/resazurin fluorescence | Isocitrate dehydrogenase [NADP] cytoplasmic (Homo sapiens), O75874 | Potency, µM (highest dose often 76.6 µM), without a hit: at the highest dose activity change, negative = inhibition, usual class: inhibitors | AID 602179, 2012; also: % is scaled to controls: 0 for no effect and ±100 for the full control effect; nearly all actives have a fitted effect of over 65% in size
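IDH1-R132H (0.5 ug/mL dispensed) in pH 7.5 Tris buffer was preincubated 30 min with compound, then given a substrate mix of 0.016 mM NADPH and 2 mM alpha-KG for 80 min at room temperature; remaining NADPH was read by diaphorase/resazurin fluorescence.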
RXFP1 agonist: qHTS Assay for Agonists of the Relaxin Receptor RXFP1; Relaxin receptor 1 (Homo sapiens), Q9HBX9; HEK293T-RXFP1 cAMP TR-FRET, 30 min; response scale: percent of porcine relaxin response, buffer zero; Potency, µM (titrated, usually from 57.5 µM), for the others: top-dose activation, hits mostly activators; 370,000 compounds, 0.3% hits; also: % is scaled to controls: 0 for no effect and ±100 for the full control effect; nearly all actives have a fitted effect of over 60% in size; many of its hits are not listed in these tables
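HEK293T cells stably expressing RXFP1 were pretreated with the PDE4 inhibitor Ro 20174, exposed to compounds for 30 min at 37C, lysed, and cAMP was read by TR-FRET. Data normalized to buffer (basal) and 29 nM porcine relaxin (100%).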
Vif-APOBEC3F blk: qHTS for Inhibitors of Vif-A3F Interactions: qHTS; HeLa A3F-eYFP + Vif (tagged APOBEC3F with the HIV-1 protein that degrades it), YFP fluorescence increase; 390,000 compounds, 0.2% hits; Potency, µM (doses to about 46.1 µM), inactives show at the top dose activity, negative = active; also: % of control where 0% means no effect; nearly all actives have a fitted effect of over 65% in size
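HeLa cells stably expressing A3F-eYFP plus Vif, plated and incubated overnight at 37 deg C, then exposed to compounds overnight at 37 deg C. Blocked degradation read as raised yellow fluorescence (Ex 488/Em 500-530).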
RGS4 inh: Inhibitors of Regulator of G Protein Signaling (RGS) 4: qHTS; Regulator of G-protein signaling 4 (Homo sapiens), P49798; Transcreener GDP fluorescence polarization, RGS4-accelerated GTP hydrolysis; Potency, µM (titrated, usually from 114 µM), without a hit: at the top dose activity change, negative = inhibition, usual class: inhibitors; 390,000 compounds, 0.039% hits; also: % is scaled to controls: 0 for no effect and ±100 for the full control effect; nearly all actives have a fitted effect of over 75% in size; some results filed as inactive show a strong effect at the top dose
Target sequence (P49798 whole entry, looked up): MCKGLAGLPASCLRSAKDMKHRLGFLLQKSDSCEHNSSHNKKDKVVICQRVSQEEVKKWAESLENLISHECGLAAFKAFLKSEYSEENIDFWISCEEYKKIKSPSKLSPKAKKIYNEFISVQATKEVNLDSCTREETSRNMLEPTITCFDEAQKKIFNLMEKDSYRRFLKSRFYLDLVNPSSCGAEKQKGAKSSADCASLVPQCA
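MLSMR compounds (23 nl, pin-transferred) preincubated 10 min at room temperature with a 500nM (2x) first reagent, then RGS4 at 900nM (2x) plus Transcreener GDP mix added; fluorescence polarization (620/688 nm) read before and after 90 min at 30 °C.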
rTrxR1 inhibitor: qHTS Assay for Inhibitors of Mammalian Selenoprotein Thioredoxin Reductase 1 (TrxR1): qHTS; Thioredoxin reductase 1, cytoplasmic (Rattus norvegicus), O89049; recombinant rTrxR1, NADPH fluorescence consumption, selenite substrate; Potency, µM (highest dose often 114 µM), for inactives: top-dose activity change, negative = inhibition, actives largely listed as inhibitors; 390,000 compounds, 1% hits; AID 588453, 2011; also: % is scaled to controls: 0 for no effect and ±100 for the full control effect; nearly all actives have a fitted effect of over 65% in size
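Rat TrxR1 (90 nM in the dispensed reagent) was pre-reduced with 400 uM NADPH for 5 min at room temperature, then incubated with compound for 15 min. After 400 uM selenite was added, NADPH fluorescence (Ex 340/Em 450 nm) was followed for 8 min.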
12-LOX inh: Primary qHTS assay for inhibitors of human arachidonate 12S-lipoxygenase (ALOX12): Round 2; AID 1671190, 2021; 580,000 compounds, 1.1% hits; Polyunsaturated fatty acid lipoxygenase ALOX12 (Homo sapiens), P18054; Potency, µM (doses to about 108 µM), without a hit: top-dose activity change, negative = inhibition, hits mostly inhibitors; purified 12hLO, xylenol orange hydroperoxide absorbance; also: % is scaled to controls: 0 for no effect and ±100 for the full control effect
Target sequence (P18054 whole entry, looked up): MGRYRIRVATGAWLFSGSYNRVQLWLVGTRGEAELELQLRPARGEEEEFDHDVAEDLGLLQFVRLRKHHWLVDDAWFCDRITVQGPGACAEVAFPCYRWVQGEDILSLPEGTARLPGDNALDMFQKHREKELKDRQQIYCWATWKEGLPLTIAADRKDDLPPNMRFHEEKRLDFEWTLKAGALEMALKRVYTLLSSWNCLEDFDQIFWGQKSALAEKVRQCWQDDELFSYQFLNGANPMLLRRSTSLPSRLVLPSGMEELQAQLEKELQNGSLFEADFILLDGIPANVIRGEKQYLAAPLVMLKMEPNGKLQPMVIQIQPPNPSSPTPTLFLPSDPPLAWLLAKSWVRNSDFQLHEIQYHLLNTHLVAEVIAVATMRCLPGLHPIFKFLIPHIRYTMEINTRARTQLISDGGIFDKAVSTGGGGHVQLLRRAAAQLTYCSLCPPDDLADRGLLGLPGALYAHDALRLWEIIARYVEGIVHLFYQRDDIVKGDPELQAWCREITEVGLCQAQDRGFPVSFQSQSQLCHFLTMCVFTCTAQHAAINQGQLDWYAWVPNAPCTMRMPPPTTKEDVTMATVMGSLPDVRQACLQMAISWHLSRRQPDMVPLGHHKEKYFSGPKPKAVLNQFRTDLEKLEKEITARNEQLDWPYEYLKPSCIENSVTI
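Purified human 12hLO at 150 nM in 25 mM Hepes, 0.01% Triton X-100, pH 7.0, preincubated 15 min at room temperature with compound. Reaction started with 40 uM arachidonic acid, 30 min at room temperature. Hydroperoxide measured by Fe-xylenol orange, 573/405 nm absorbance ratio.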
TrxR1 substrate: qHTS Assay for Substrates of Mammalian Selenoprotein Thioredoxin Reductase 1 (TrxR1): qHTS; Thioredoxin reductase 1, cytoplasmic (Rattus norvegicus), O89049; purified TrxR1 substrate turnover, NADPH consumption readout; Potency, µM (series often up to 114 µM), for the others: top-dose activity change, negative = substrate turnover; 390,000 compounds, 0.01% hits; AID 588456, 2011; also: % is scaled to controls: 0 for no effect and ±100 for the full control effect; nearly all actives have a fitted effect of over 50% in size
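Rat TrxR1, dispensed at 90 nM, was prereduced with 400 uM NADPH (final) for 5 min at ~22 deg C, then incubated with compound 15 min before 400 uM selenite. A first-read NADPH fluorescence drop versus no-compound background flagged substrates.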
USP1 inh: Inhibitors of USP1/UAF1: Primary Screen. Ubiquitin carboxyl-terminal hydrolase 1 (Homo sapiens), O94782. recombinant USP1/UAF1, Ub-Rhodamine cleavage fluorescence. Potency, µM (highest dose often 57.1 µM), for inactives: at the top dose activity change, negative = inhibition, actives largely listed as inhibitors. 390,000 compounds, 0.23% hits. AID 743255, 2014; also: % is scaled to controls: 0 for no effect and ±100 for the full control effect; nearly all actives have a fitted effect of over 60% in size; inactives centre near -12
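High-throughput fluorogenic screen: 1nM USP1/UAF1 complex, Ub-Rho substrate 150nM final, 50mM HEPES pH 7.8 with 0.5mM EDTA, 0.1 mg/ml BSA, 1mM TCEP and 0.01% Tween-20.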
Vif-A3G inh: qHTS for Inhibitors of Vif-A3G Interactions: qHTS. HeLa A3G-eYFP + Vif (tagged APOBEC3G with the HIV-1 protein that degrades it), YFP fluorescence, overnight. Potency, µM (top dose mostly 46.1 µM), without a hit: top-dose activity, negative = active, hits mostly inhibitors. DNA dC->dU-editing enzyme APOBEC-3G (Homo sapiens), Q9HC16. 410,000 compounds, 0.076% hits;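 also: % is scaled to controls: 0 for no effect and ±100 for the full control effect; nearly all actives have a fitted effect of over 60% in size; hits raise eYFP signal because A3G escapes Vif-driven loss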
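HeLa cells stably expressing Vif and C-terminally eYFP-tagged A3G, seeded overnight at 37 deg C, then exposed to compound by pintool overnight at 37 deg C. Rise in yellow fluorescence (Ex 488/Em 500-530, Acumen) marks blocked Vif-driven A3G degradation.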
* marks the source's active call; other numbers are inactive results; ? = inconclusive; . = not tested or not shown; [ ] = dose if it differs, or a comment. Calls follow the shape of the dose curve; as a rule, active = well fitted curve in the direction sought with a large enough effect; inconclusive = small, poorly fitted or top-dose-only effect, or another doubt; inactive = no such curve, though single readings can be large; an effect the other way counts as inactive or inconclusive. Potency is read from the fitted curve at half-maximal effect.

canonical_smiles	IDH1 R132H inh	RXFP1 agonist	Vif-APOBEC3F blk	RGS4 inh	rTrxR1 inhibitor	12-LOX inh	TrxR1 substrate	USP1 inh	Vif-A3G inh
Cc1n[nH]c(=O)c2c(NC(=O)CSc3cc(Cl)ccc3Cl)oc(C)c12	-7%	3.1%	3%	-19%	0%	?	3%	-20%	8%
CSc1cccc(NC(=O)c2ccccc2N(C)S(C)(=O)=O)c1	2%	0.6%	1%	9%	16%	?	3%[0.457 µM]	-13%	1%
Cc1nonc1NC(=O)CSc1nnc(N)s1	4%	0.7%	2%	17%	27%	-15%	7%	?	-8%
O=C(COC(=O)/C=C/c1ccc(C(F)(F)F)cc1)NCc1ccco1	-9%	2.5%	3%	20%	14%	2%	1%	-12%	-2%
COc1ccc(S(=O)(=O)C(C#N)c2nc3ccccc3nc2N2CCCC(C)C2)cc1 (stereo not given)	1%	0.1%	2%	14%	-18%	?	-10%	-9%	-5%
COc1ccc(C(CC(=O)Nc2ccc(C(C)=O)cc2)N2Cc3ccccc3C2=O)cc1 (stereo not given)	.	4.1%	.	13%	9%	-12%	-6%	-19%	.
CCOc1ccc(NC(=O)NCc2ccc3c(c2)CCN3C(C)=O)cc1	4%	-1.5%	-2%	10%	10%[57.1 µM]	-2%	-2%[57.1 µM]	?	-1%
CC(=O)Nc1cccc(C(=O)N(Cc2ccccc2)Cc2ccccc2)c1	9%	0.1%	7%	1%	20%	-19%	-4%	-16%	0%
Cc1ccc(-c2csc3ncn(CC#N)c(=O)c23)cc1C	1%	3.5%	10%	-3%	9%	?	-2%	-18%	-7%
Cc1cccc(NC(=O)CN2C(=O)COc3ccc(S(=O)(=O)N4CCC(C)CC4)cc32)c1C	-7%	-1.2%	1%	22%	32%	-14%	1%	?	1%
O=S(=O)(Nc1cc(F)ccc1F)c1cccc2nonc12	14%	-1.8%	0%	13%	-16%	-12%	0%	-17%	-6%
CNS(=O)(=O)c1cc(-c2nnc(Nc3cc(C)ccc3C)c3ccccc23)ccc1C	0%	-0.7%	1%	-3%	6%	-12%	-6%	-2%	-26%
CCCNC(=O)c1cc2nc(-c3ccc(Br)cc3)cc(C(F)(F)F)n2n1	4%	2.0%	-3%	-3%	8%	-19%	12%	-2%	-1%
Cc1nn(Cc2cccc(C(=O)Nc3ccn(Cc4c(F)c(F)cc(F)c4F)n3)c2)c(C)c1[N+](=O)[O-]	10%	1.9%	-7%	?	13%	-1%	-2%	-23%	3%
N#CC1=C(Nc2ccc(Br)cc2)CCC1	7%	0.4%	-13%	-8%	-15%	-25%	5%	-4%	-4%
COc1cc(OC)c(C(=O)OCC(=O)N2CCN(S(=O)(=O)c3ccc(C)cc3C)CC2)cc1OC	-2%	.	-8%	22%	2%	8%	-2%	2%	-6%
O=S(=O)(NCC(c1ccco1)S(=O)(=O)c1cccs1)c1ccccc1 (stereo not given)	-9%	0.6%	1%	-17%	16µM*	4%	2%[57.1 µM]	-13%	5%
CCc1ccc(NC(=O)Cc2csc(COc3cccc(C)c3)n2)cc1	-14%	1.9%	-1%	4%	14%	?	2%	-25%	5%
CCCn1c(SCC(=O)Nc2cc(Cl)ccc2Cl)n[nH]c1=O	18%	0.2%	-1%	-16%	4%	2%	-1%	-22%	-162%
CN=C(Nc1ccc(C(=O)OC)s1)c1ccc(Cl)cc1	0%	-1.5%	?	4%	17%[57.1 µM]	-14%	9%[57.1 µM]	-16%	0%
O=C(Nc1c2c(nn1-c1ccccc1)CS(=O)(=O)C2)c1ccco1	11%	2.8%	3%	-17%	-22%	-13%	-4%	-6%	3%
CC(C)(ONC(=O)Nc1ccccc1Cl)C(=O)O	16%	-2.3%	-12%	-20%	16%[57.1 µM]	-2%	7%[57.1 µM]	-4%	0%
Cc1ccc2oc(=O)n(CCCOc3ccccc3C)c2c1	5%	-0.4%	-7%	-14%	16%[57.1 µM]	6%	2%[57.1 µM]	-9%	-1%
CC(C)OC(=O)CC(=O)CSc1nc2c(cc1C#N)CCCC2	6%	4.7%	-5%	-15%	-17%	?	24%	-8%	1%
CCCCC(CC)CNC(=O)CN(C)S(=O)(=O)c1cccc2nsnc12 (stereo not given)	10%	3.8%	.	-6%	-7%	-13%	-10%	-13%	1%

Some of these compounds in order of length of the SMILES, high to low.
canonical_smiles	IDH1 R132H inh	RXFP1 agonist	Vif-APOBEC3F blk	RGS4 inh	rTrxR1 inhibitor	12-LOX inh	TrxR1 substrate	USP1 inh	Vif-A3G inh
Cc1n[nH]c(=O)c2c(NC(=O)CSc3cc(Cl)ccc3Cl)oc(C)c12	-7%	3.1%	3%	-19%	0%	?	3%	-20%	8%
CSc1cccc(NC(=O)c2ccccc2N(C)S(C)(=O)=O)c1	2%	0.6%	1%	9%	16%	?	3%[0.457 µM]	-13%	1%
CCCn1c(SCC(=O)Nc2cc(Cl)ccc2Cl)n[nH]c1=O	18%	0.2%	-1%	-16%	4%	2%	-1%	-22%	-162%

Part of the list above, as labelled records.
O=S(=O)(NCC(c1ccco1)S(=O)(=O)c1cccs1)c1ccccc1 (stereo not given)
  IDH1 R132H inh = -9%
  RXFP1 agonist = 0.6%
  Vif-APOBEC3F blk = 1%
  RGS4 inh = -17%
  rTrxR1 inhibitor = 16µM*
  12-LOX inh = 4%
  TrxR1 substrate = 2%[57.1 µM]
  USP1 inh = -13%
  Vif-A3G inh = 5%

CCc1ccc(NC(=O)Cc2csc(COc3cccc(C)c3)n2)cc1
  IDH1 R132H inh = -14%
  RXFP1 agonist = 1.9%
  Vif-APOBEC3F blk = -1%
  RGS4 inh = 4%
  rTrxR1 inhibitor = 14%
  12-LOX inh = ?
  TrxR1 substrate = 2%
  USP1 inh = -25%
  Vif-A3G inh = 5%

CCCn1c(SCC(=O)Nc2cc(Cl)ccc2Cl)n[nH]c1=O
  IDH1 R132H inh = 18%
  RXFP1 agonist = 0.2%
  Vif-APOBEC3F blk = -1%
  RGS4 inh = -16%
  rTrxR1 inhibitor = 4%
  12-LOX inh = 2%
  TrxR1 substrate = -1%
  USP1 inh = -22%
  Vif-A3G inh = -162%

CN=C(Nc1ccc(C(=O)OC)s1)c1ccc(Cl)cc1
  IDH1 R132H inh = 0%
  RXFP1 agonist = -1.5%
  Vif-APOBEC3F blk = ?
  RGS4 inh = 4%
  rTrxR1 inhibitor = 17%[57.1 µM]
  12-LOX inh = -14%
  TrxR1 substrate = 9%[57.1 µM]
  USP1 inh = -16%
  Vif-A3G inh = 0%

The list is partial; count on the stated rates, not on these rows.
